# Bcl-B Bim block – human Bim-Bcl-B interaction inhibition. AID 951. 0.073% of 190,000 active. Q9HD36. bead-based flow cytometry, Bim peptide-Bcl-B binding. inhibition, % at 10 µM;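 note: 0% = tracer peptide without compound and 100% = reference inhibitor peptide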
# RGS4-Gao reg – human RGS4-Galphao interaction regulation. P09471. Multiplexed bead flow cytometry, RGS4-Galphao binding; actives lie on both sides. binding response (% of control), % at 10 µM. 0.33% of 220,000 active. AID 1415; in the data active = binding response below about 49% or above about 150%; inactive = in between;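 note: fluorescent Galphao activated with aluminum fluoride binding bead-coupled RGS4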
# Target sequence (P09471 whole entry, looked up): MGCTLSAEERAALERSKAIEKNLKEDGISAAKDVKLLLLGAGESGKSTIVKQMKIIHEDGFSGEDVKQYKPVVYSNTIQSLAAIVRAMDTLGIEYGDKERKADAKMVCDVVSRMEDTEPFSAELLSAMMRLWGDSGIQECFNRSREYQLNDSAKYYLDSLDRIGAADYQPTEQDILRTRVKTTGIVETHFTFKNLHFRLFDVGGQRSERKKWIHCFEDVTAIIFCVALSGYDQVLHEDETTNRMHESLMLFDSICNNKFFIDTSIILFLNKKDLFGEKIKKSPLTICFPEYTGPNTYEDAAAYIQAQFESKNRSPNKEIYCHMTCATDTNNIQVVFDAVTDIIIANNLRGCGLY
# ABCB1 inh – blocks JC-1 efflux by human ABCB1 transporter | P08183 | CCRF-Adr cells, flow cytometry | inhibition, % at 6.6 µM | 0.067% of 190,000 active | AID 1326; in the data active = inhibition above about 40%;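 note: 0% = vehicle and 100% = reference inhibitor; higher value means more JC-1 retained so stronger ABCB1 efflux block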
# Bcl-W Bim block – disrupts Bim peptide binding to human Bcl-W. Q92843. inhibition, % at 10 µM. bead-based flow cytometry. 0.02% of 190,000 active. AID 952;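 note: 0% = bound tracer without compound and 100% = peptide blocker; higher means less fluorescent Bim peptide bound to Bcl-W beads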
# RGS7-Gao reg – regulators of human RGS7-Galphao interaction; P09471; Multiplexed bead flow cytometry, RGS7-Galphao binding; actives lie on both sides; binding response (% of control), % at 10 µM; 0.35% of 220,000 active; in the data active = binding response below about 49% or above about 150%; inconclusive = no clear call, values can overlap the other calls; inactive = in between;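 note: fluorescent Galphao held in activated GDP-AlF4 state binding bead-coupled RGS7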
# Bim-Bcl-2 – human Bim-Bcl-2 interaction inhibition | AID 950 | 0.06% of 190,000 active | Bead-based flow cytometry, Bim peptide-Bcl-2 binding | inhibition, % at 10 µM; in the data active = inhibition above about 40%; inconclusive = no clear call, values can overlap the other calls;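 note: 0% = no compound wells with probe peptide and 100% = reference peptide inhibitor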
# Avidin fluor – compound fluoresces at 488/530 nm on avidin beads; 0.38% of 220,000 active; compound fluorescence 488/530 nm, flow cytometry; stronger effect = higher value; AID 1775; fluorescence (KMESF) at 10 µM; in the data active = fluorescence above about 47; note: inactives centre near 10
# Bim-Bfl-1 – inhibitors of Bim-Bfl-1 interaction, human | Q16548 | Bead-based flow cytometry, Bim-Bfl-1 binding inhibition | inhibition, % at 10 µM | 0.12% of 190,000 active;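 note: 0% = wells without compound plus tracer and 100% = blocker peptide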
# Bcl-XL Bim block – disrupts Bim peptide binding to human Bcl-XL; Q07817; bead flow cytometry, fluorescence; inhibition, % at 10 µM; 0.04% of 190,000 active; AID 1007
# GSH bead fluor – compound fluoresces at 488/530 nm on GSH beads. fluorescence (KMESF) at 10 µM. 0.25% of 190,000 active. GSH beads flow cytometry, compound fluorescence 488/530 nm; stronger effect = higher value; in the data active = fluorescence above about 89;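 note: glutathione beads carrying GST-tagged Bcl family fusion proteins plus one bare bead set; values are compound well signal with DMSO vehicle wells as background; inactives centre near 16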
# ABCG2 inh – inhibitors of human ABCG2 transporter, ABCB1 counter-screen; IgMXP3 cells, JC-1 efflux, flow cytometry; Q9UNQ0; inhibition, % at 6.6 µM; 0.1% of 190,000 active;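 active = inhibition above 80%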;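 note: 0% = DMSO and 100% = nicardipine control wells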
# Target sequence (Q9UNQ0 whole entry, looked up): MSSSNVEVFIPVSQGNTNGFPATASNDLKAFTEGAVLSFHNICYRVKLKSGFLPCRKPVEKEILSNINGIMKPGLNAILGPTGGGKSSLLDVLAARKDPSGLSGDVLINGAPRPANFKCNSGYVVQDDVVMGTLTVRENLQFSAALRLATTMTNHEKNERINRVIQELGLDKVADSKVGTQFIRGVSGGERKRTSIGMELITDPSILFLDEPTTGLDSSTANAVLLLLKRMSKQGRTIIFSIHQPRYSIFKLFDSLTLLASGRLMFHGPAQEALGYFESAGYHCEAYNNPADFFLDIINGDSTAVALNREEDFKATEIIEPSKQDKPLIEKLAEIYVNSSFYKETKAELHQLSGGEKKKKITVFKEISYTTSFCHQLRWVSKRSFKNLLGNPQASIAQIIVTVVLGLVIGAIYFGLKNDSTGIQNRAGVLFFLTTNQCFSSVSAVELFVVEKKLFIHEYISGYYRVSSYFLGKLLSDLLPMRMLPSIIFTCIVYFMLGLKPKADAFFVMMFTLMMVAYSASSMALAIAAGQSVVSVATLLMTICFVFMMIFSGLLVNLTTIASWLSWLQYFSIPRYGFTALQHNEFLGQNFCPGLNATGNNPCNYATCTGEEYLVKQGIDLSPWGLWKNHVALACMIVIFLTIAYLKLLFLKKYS
#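 Times: 10 min at 25 °C | Test system: Two drug-resistant human cell lines, ABCG2 and ABCB1 | Quantity: 3 million cells/mL final, two lines in 1:1 ratio | Signal: Flow cytometry, 530 nm JC-1 signal | Dosing: Compound at 6.6 µM | Controls: Nicardipine and DMSO wells | Reagent: JC-1 as fluorescent efflux pump substrate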
# * hit, by the source's call; u = inconclusive. Cut-off read from the data, not from the text of the source, unless noted: active = inhibition above about 40%.
# Below each compound – Bcl-B Bim block	RGS4-Gao reg	ABCB1 inh	Bcl-W Bim block	RGS7-Gao reg	Bim-Bcl-2	Avidin fluor	Bim-Bfl-1	Bcl-XL Bim block	GSH bead fluor	ABCG2 inh
- Cc1cccnc1NC1OC(=O)c2ccccc21 (stereo not given)
    -3.0	99.7	0.3	4.0	98.9	-2.0	8	-10.0	-3.0	5	0.8
- CN1CCN(c2ccc(S(=O)(=O)N3CCCCC3)cc2NC(=O)c2ccc3ccccc3c2)CC1
    -12.0	100.0	2.6	-4.0	99.9	-9.0	10	-15.0	-4.0	11	16.4
- Cn1c(CCN2CCN(c3ccc(F)cc3)CC2)nc2cc(NC(=O)c3ccco3)ccc21
    -12.0	99.4	3.2	1.0	98.8	-11.0	7	-8.0	-4.0	13	39.5
- CC(C)c1cc(CN2CCN(Cc3ccc(F)c(F)c3)C(CCO)C2)[nH]n1 (stereo not given)
    0.0	99.4	0.4	-2.0	104.0	3.0	12	-7.0	0.0	12	0.4
- Nc1ccc(Oc2ccc(Br)cc2)cc1
    -12.0	105.0	-0.1	-4.0	100.4	-6.0	13	-9.0	-2.0	11	0.0
- O=C(NCCNC(=O)c1cc(OCC(F)(F)F)ccc1OCC(F)(F)F)Nc1cccc(C(F)(F)F)c1
    -4.0	101.5	-0.7	0.0	101.3	-7.0	7	-4.0	-6.0	31	15.3
- O=C(CSc1nc2ccc(N3CCOCC3)cc2c(=O)n1CCc1ccccc1)NCC1CCCO1 (stereo not given)
    -7.0	99.2	3.1	-1.0	102.5	0.0	8	1.0	-1.0	19	14.4
- O=[N+]([O-])c1ccc(-c2cnc(SC(c3ccccc3)c3ccccc3)[nH]2)cc1
    -12.0	95.6	-0.2	-5.0	94.7	-8.0	6	-10.0	-5.0	14	7.7
- O=C(NCc1cccnc1)c1nn2cccnc2c1Cl
    -2.0	99.5	-0.2	3.0	99.3	-1.0	8	-3.0	0.0	10	3.6
- CC(=O)Nc1ccc(S(=O)(=O)N2CCN(C(=O)c3cccnc3)CC2)cc1
    -3.0	98.6	0.6	-1.0	97.2	-4.0	12	0.0	-1.0	15	1.1
- Cc1ccc(N=C2NC(=O)/C(=C\c3cccs3)S2)cc1C
    -11.0	109.3	-1.1	-4.0	104.2	-6.0	4	-3.0	-11.0	7	-7.1
- Cc1cc(=O)oc2cc(NC(=O)CCCC(=O)O)ccc12
    1.0	101.2	0.3	-3.0	100.7	-1.0	38	0.0	-2.0	12	1.5
- COc1ccccc1NC(=O)c1ccc(-c2ccccc2[N+](=O)[O-])o1
    -1.0	97.0	1.8	-1.0	100.9	-2.0	8	-3.0	0.0	12	13.2
- O=c1[nH]c2ccc(S(=O)(=O)N3CCCCC3)cc2[nH]1
    0.0	101.3	0.2	-2.0	101.1	0.0	18	0.0	0.0	7	0.9
- COc1ccc(-c2nnnn2CCc2ccccc2)cc1
    0.0	99.1	0.1	1.0	96.7	-1.0	11	0.0	-2.0	13	1.0
- COc1ccc(CN2CCNC(=O)C2CC(=O)N(C)Cc2ccon2)c(OC)c1 (stereo not given)
    -4.0	98.9	0.2	0.0	93.0	-4.0	9	-6.0	-1.0	11	0.9
- O=C1CC(/C=C/c2cccnc2)=Nc2ccccc2N1
    -3.0	93.4	0.4	0.0	u	-7.0	9	-6.0	-4.0	14	2.6
- Cc1cc(C)c(S(=O)(=O)Nc2ccnc(-c3cccnc3)n2)c(C)c1
    -2.0	99.6	0.5	-2.0	96.8	-5.0	9	-6.0	-2.0	27	3.3
- N=c1c2c(-c3ccccc3)c(-c3ccccc3)n(Cc3ccco3)c2ncn1CCCn1ccnc1
    -12.0	100.8	0.0	-4.0	103.0	-4.0	4	0.0	-8.0	15	0.2
- Cc1nn(C)c(C(=O)Nc2ccc(Cn3cccn3)cc2)c1[N+](=O)[O-]
    0.0	97.1	0.0	0.0	99.9	-2.0	11	-7.0	-1.0	8	0.0
- CC(=O)Nc1ccc(S(=O)(=O)/N=C2\SCCN2S(=O)(=O)c2ccc(NC(C)=O)cc2)cc1
    -4.0	101.3	0.6	-2.0	108.0	-2.0	16	0.0	-4.0	7	1.8
- O=C(c1ccc(=O)[nH]c1)N(Cc1cccs1)C1(C(=O)NC2CCCC2)CCCCC1
    -2.0	115.5	0.7	-3.0	108.3	-1.0	4	1.0	0.0	10	2.9
- COc1ccc(NC(=O)CCCSc2nc(-c3ccco3)cc(C(F)(F)F)n2)cc1OC
    -6.0	106.2	5.3	-3.0	103.0	5.0	6	0.0	-5.0	16	42.8
- CC(=O)c1nn(-c2cccc(Br)c2)cc1C(=O)c1cccc2ccccc12
    -2.0	100.5	-0.2	-6.0	100.9	3.0	10	-12.0	-1.0	29	3.6
- CC(C)(C)n1ncc2c(=O)n(CC(=O)N3CCCCC3)cnc21
    -3.0	101.7	1.4	-1.0	108.9	0.0	11	-4.0	-4.0	13	7.1
- Cc1cccc(NC(=S)NCC(c2ccccc2)N(C)C)c1 (stereo not given)
    -6.0	103.2	0.5	0.0	98.3	-3.0	6	-1.0	-4.0	12	1.4
- Cc1ccccc1N1C(=O)CC(N2CCC(C(N)=O)CC2)C1=O (stereo not given)
    0.0	96.8	0.1	-1.0	94.2	-1.0	13	-2.0	0.0	15	0.6
- CCNC(=S)N(CCc1c(C)[nH]c2ccc(Cl)cc12)Cc1ccco1
    -3.0	103.0	0.6	0.0	100.8	0.0	12	0.0	-2.0	13	9.7
- O=C(O)CCn1cc(/C=C/C(=O)c2ccc(Cl)cc2)c(-c2ccc(Br)cc2)n1
    -6.0	103.9	6.2	-3.0	104.1	-2.0	23	0.0	-5.0	15	5.1
- CC(=O)NC(=S)Nc1ccc2oc(-c3cc(F)c(F)cc3Cl)nc2c1
    -3.0	104.0	-0.4	-3.0	98.9	-3.0	11	-5.0	-5.0	18	-0.4
- CCOc1ccccc1NC(=O)c1cc(C(=O)c2cc(OC)ccc2O)coc1=N
    -6.0	99.5	0.9	-3.0	98.0	-1.0	3	-1.0	-2.0	8	1.8
- CC1Cc2nc(SCC(=O)NCc3ccco3)n(-c3ccccc3)c(=O)c2S1 (stereo not given)
    -8.0	98.6	0.1	-1.0	101.3	-9.0	6	-10.0	-2.0	25	0.2
- Cc1cc(/C=N/n2cnnc2)c(C)n1-c1ccc(OCc2ccc(Cl)cc2Cl)cc1
    -10.0	103.4	1.7	-2.0	105.5	-7.0	20	-15.0	-10.0	35	11.4
- COc1ccc(OC)c(-c2csc(NC(=O)Cn3[nH]c(=O)c4ccccc4c3=O)n2)c1
    -7.0	103.7	-0.6	-3.0	100.8	-2.0	23	-4.0	-2.0	23	-0.7
- COC(=O)c1c(-c2ccccc2)csc1N
    -9.0	98.6	-0.1	-3.0	101.9	-10.0	15	-17.0	-5.0	28	5.0
- O=C(N/N=C/c1sc(=O)n(-c2ccccc2)c1Cl)c1ccccc1
    -6.0	66.5	-0.4	-3.0	100.1	-1.0	12	-8.0	-1.0	15	-3.6
- O=C(NCCc1ccccc1)C1CCCN1C(=O)Nc1ccc(F)cc1 (stereo not given)
    1.0	95.0	0.9	2.0	96.0	-1.0	28	-1.0	0.0	17	3.2
- O=C/C(=C\Nc1ccc(Cl)cn1)c1nc2cc(Cl)ccc2o1
    -3.0	96.0	0.1	-3.0	97.3	0.0	9	2.0	-1.0	12	7.2
- CCOC(=O)C(NC(C)=O)C(=O)Nc1ccc(C)cc1C (stereo not given)
    -1.0	100.5	-0.3	-2.0	100.0	-2.0	9	-4.0	-1.0	27	-0.2
- O=C(NC(=S)Nc1ccccc1N1CCCCC1)c1ccccc1
    -4.0	89.2	0.1	-1.0	94.0	-3.0	9	-8.0	-3.0	16	0.1
- Brc1cccc(-c2nnc3sc(CN4CCC5(CC4)OCCO5)cn23)c1
    -10.0	102.5	0.4	0.0	98.2	-9.0	10	-13.0	0.0	12	2.4
- Cc1cc(C)cc(-c2nnc(SCC(=O)c3ccc4c(c3)OCCO4)o2)c1
    -5.0	100.7	-0.2	-1.0	98.7	0.0	7	-1.0	-2.0	17	-0.6
- N#Cc1c(-c2ccc(F)cc2)nc2n(c1=O)CCS2
    -6.0	97.4	-0.1	2.0	97.3	-6.0	14	-9.0	-2.0	43	15.3
- CCOC(=O)c1ccc(Cn2c(-c3ccccc3)nnc2-c2ccccc2)o1
    -7.0	84.0	0.9	0.0	87.0	-8.0	3	-14.0	-13.0	29	4.9
- CC(CCc1ccccc1)NC(=O)c1cccc([N+](=O)[O-])c1 (stereo not given)
    -7.0	102.0	2.4	-4.0	103.0	-4.0	4	-3.0	-9.0	9	29.6
- CCOc1cc(/C=N/Nc2ncnc(Cl)c2N)ccc1O
    -7.0	105.3	0.2	3.0	106.8	-3.0	12	-1.0	-2.0	14	3.2
- CCOc1ccccc1N(CC(=O)N1CCCCCC1)S(C)(=O)=O
    -2.0	103.0	1.1	7.0	100.7	-4.0	9	-9.0	-2.0	9	7.6
- O=C(NCc1ccc2c(c1)OCO2)c1ccc(Cl)c(S(=O)(=O)N2CCOCC2)c1
    -8.0	101.9	0.5	0.0	100.8	-2.0	8	-9.0	-1.0	4	1.1
- O=C(NC1(C(=O)NC2CCCC2)CCCCC1)c1ccc2c(c1)OCO2
    -6.0	99.9	0.4	5.0	99.0	-5.0	25	-13.0	-1.0	30	9.1
- COc1ccccc1S(=O)(=O)Cc1ccc(C(=O)NCc2ccc3c(c2)OCO3)o1
    -13.0	99.9	0.4	0.0	95.9	-11.0	9	-12.0	-5.0	27	1.6
- Cc1ccc(C(=O)N2CCC(C)CC2)cc1C
    -5.0	101.5	0.6	-4.0	100.6	-3.0	21	-1.0	-4.0	14	5.9
- COc1ccccc1CNC(=O)C(C)Sc1ccsc1[N+](=O)[O-] (stereo not given)
    0.0	101.3	1.1	1.0	101.8	0.0	16	0.0	0.0	10	6.2
- COc1ccc(-c2nc3ccccc3nc2-c2ccccc2)cc1
    -4.0	104.7	0.1	-4.0	101.2	-4.0	11	-2.0	-1.0	11	0.9
- O=C(NCc1ccncc1)C(=O)Nc1nc2ccccc2s1
    3.0	105.5	0.4	-5.0	102.0	-3.0	8	1.0	-5.0	17	2.0

# Three entries from above, ordered by formula weight, largest number first:
# Below each compound – Bcl-B Bim block	RGS4-Gao reg	ABCB1 inh	Bcl-W Bim block	RGS7-Gao reg	Bim-Bcl-2	Avidin fluor	Bim-Bfl-1	Bcl-XL Bim block	GSH bead fluor	ABCG2 inh
- CCOC(=O)c1ccc(Cn2c(-c3ccccc3)nnc2-c2ccccc2)o1
    -7.0	84.0	0.9	0.0	87.0	-8.0	3	-14.0	-13.0	29	4.9
- CC(CCc1ccccc1)NC(=O)c1cccc([N+](=O)[O-])c1 (stereo not given)
    -7.0	102.0	2.4	-4.0	103.0	-4.0	4	-3.0	-9.0	9	29.6
- Cc1ccc(C(=O)N2CCC(C)CC2)cc1C
    -5.0	101.5	0.6	-4.0	100.6	-3.0	21	-1.0	-4.0	14	5.9
